From PubChem
DAX1 inh-1 = inhibits human nuclear receptor DAX1; P51843; HEK293 Gal4-DAX1 luciferase reporter, luminescence; inhibition, % at 6.75 µM; actives 0.99% (n = 340,000); AID 504766;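 active means inhibition above the mean over all tested compounds plus 3 SD, cut at about 4.2% in these data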;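 further: 0% = DAX1-transfected cells with DMSO and 100% = empty-vector control cells with DMSO; inhibition shows as a rise in luminescence from relieved DAX1 repression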
Target sequence (P51843 207-470 limits assumed): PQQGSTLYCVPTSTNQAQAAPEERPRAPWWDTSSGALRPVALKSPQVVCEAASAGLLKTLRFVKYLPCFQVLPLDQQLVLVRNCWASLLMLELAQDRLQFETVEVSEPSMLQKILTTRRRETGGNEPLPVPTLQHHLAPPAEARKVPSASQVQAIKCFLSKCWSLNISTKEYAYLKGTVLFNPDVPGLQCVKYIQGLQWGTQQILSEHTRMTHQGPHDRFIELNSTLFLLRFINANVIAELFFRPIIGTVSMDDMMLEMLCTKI
MBD2 DNA inh = MBD2-methylated oligo binding inhibition. AID 686964. actives 0.31% (n = 370,000). inhibition, % at 4.4 µM. TR-FRET, MBD2 binding to methylated oligonucleotide; in the data active means inhibition above about 13%
DAX1 inh-2 = inhibitors of DAX1 repression of SF-1 activated StAR promoter. HEK293T StAR-luciferase reporter, SF-1/DAX-1 repression relief. inhibition, % at 6.8 µM. actives 1.1% (n = 370,000). AID 652010;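 active means inhibition above the mean over all tested compounds plus 3 SD, cut at about 3.6% in these data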;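 further: 0% = DAX-1 cells with DMSO and 100% = cells lacking DAX-1 with DMSO; higher inhibition means more luminescence from relief of DAX-1 repression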
hcDAF12 agonist = H. contortus DAF-12 activation, primary screen; HEK293 hcDAF-12 lit1-tk-luc reporter, luminescence; 0% DMSO, 100% Δ7-dafachronic acid; activation, % at 6.8 µM; actives 1.4% (n = 370,000); AID 652067;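 active means activation above the mean of all tested compounds plus 3 SD, cut at about 5.5% in these data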;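 further: 100% = response to 3 µM Δ7-dafachronic acid high control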
ADAM17 inh = inhibits human ADAM17; P78536; recombinant ADAM17, EDANS/DABCYL FRET peptide cleavage; inhibition, % at 6.95 µM; actives 0.83% (n = 370,000); AID 720648;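 active means inhibition above the mean of compounds lying between control limits plus 3 SD, set per campaign, cut at about 8.5% in these data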;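 further: 0% = DMSO-only wells as the low control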
ssDAF-12 act = activates DAF-12 receptor from parasite S. stercoralis; activation, % at 6.8 µM; HEK293 ssDAF-12/GRIP1 lit1-tk-luc reporter, luminescence; % of 3 µM dafachronic acid response; actives 1% (n = 370,000); AID 652126;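 active means activation above the mean over all tested compounds plus 3 SD, cut at about 0.9% in these data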;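 further: 0% = DMSO-only wells and 100% = 3 µM delta7-dafachronic acid wells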
SMARCA2 activ = activators of SMARCA2 function. MG213 cells, MMTV-luciferase reporter, dexamethasone, overnight. activation, % at 9.1 µM. actives 1% (n = 370,000); in the data active means activation above about 7.8%;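 further: 0% = vehicle wells and 100% = reference activator wells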
PLCg1 inh = PLC-gamma1 (human) inhibition, primary screen. P19174. purified PLC-gamma1, fluorogenic substrate, fluorescence. inhibition, % at 12.2 µM. actives 0.84% (n = 370,000); in the data active means inhibition above about 9.5%
hgDAF-12 ag = activates the H. glycines DAF-12 receptor ligand-binding domain. HEK293 GAL4-hgDAF12 UAS-luciferase reporter, agonist luminescence; normalized to butyrate control. activation, % at 6.8 µM. actives 1.8% (n = 370,000);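 active means activation above a cutoff set at the mean of all screened compounds plus 3 SD, cut at about 10% in these data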;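 further: 0% = DMSO wells and 100% = sodium butyrate wells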
NR1D1 modulator = Rev-erb alpha (human) modulation | actives 0.79% (n = 370,000) | AID 1259318 | Rev-erbα–FITC-DNA binding, fluorescence polarization, 90 min | P20393 | activity, % at 10 µM;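 active means activity above about 14%, limit read from the data; passing the limit was not always enough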;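 further: 0% = DMSO wells with 35 nM protein and 100% = DMSO wells with 750 nM protein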
Target sequence (P20393 whole entry, looked up): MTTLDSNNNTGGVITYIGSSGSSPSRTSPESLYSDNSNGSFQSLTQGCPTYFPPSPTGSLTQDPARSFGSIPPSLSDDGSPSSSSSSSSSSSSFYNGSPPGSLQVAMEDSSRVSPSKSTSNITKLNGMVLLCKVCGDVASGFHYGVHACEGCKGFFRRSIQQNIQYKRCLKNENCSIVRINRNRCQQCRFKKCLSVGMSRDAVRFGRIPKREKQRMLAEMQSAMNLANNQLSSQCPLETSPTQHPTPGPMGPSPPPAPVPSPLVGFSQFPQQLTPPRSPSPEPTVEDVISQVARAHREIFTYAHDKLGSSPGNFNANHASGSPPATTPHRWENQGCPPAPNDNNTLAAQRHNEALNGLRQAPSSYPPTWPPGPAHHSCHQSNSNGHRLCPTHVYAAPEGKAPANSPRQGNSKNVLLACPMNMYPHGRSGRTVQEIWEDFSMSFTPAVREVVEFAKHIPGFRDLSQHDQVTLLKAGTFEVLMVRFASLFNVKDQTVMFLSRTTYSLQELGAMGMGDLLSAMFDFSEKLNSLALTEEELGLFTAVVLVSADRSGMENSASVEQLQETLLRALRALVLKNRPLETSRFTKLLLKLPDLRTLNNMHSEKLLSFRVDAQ
PLCb3 inh = PLC-beta3 (human) inhibition, primary screen; Purified PLC-beta3, fluorogenic substrate, fluorescence; inhibition, % at 12.2 µM; actives 0.18% (n = 370,000); in the data active means inhibition above about 11%;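 further: 0% = median of compound wells on plate and 100% = full blocker control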
* = called active by the depositor; i = inactive; nt = not tested or not shown.

SMILES	DAX1 inh-1	MBD2 DNA inh	DAX1 inh-2	hcDAF12 agonist	ADAM17 inh	ssDAF-12 act	SMARCA2 activ	PLCg1 inh	hgDAF-12 ag	NR1D1 modulator	PLCb3 inh
COc1ccc(C(O)c2ncc(C(F)(F)F)cc2Cl)cc1 (stereo not drawn)	1.2	1	-0.5	0.5	-2	-1.6	2	1	2.6	-2	-5
COC(=O)C1CCN(C(=O)COC(=O)c2ccc(N3CCCC3=O)cc2)CC1	-0.5	14*	1.3	-1.8	-5	-0.7	-2	2	3.7	5	-8
CCC(C)[C@H](NC(=O)N1CCCCC1)C(=O)OC (stereo partly drawn)	3.2	9	-0.3	-0.8	-1	0.4	-4	-2	-0.6	2	-6
C=CCn1c(SCC(=O)Nc2nccs2)nnc1-c1ccco1	0.5	-2	0.2	-1.2	-4	-1.3	-4	2	0.9	2	1
CC(NC(=O)C1CCN(S(=O)(=O)c2cc([N+](=O)[O-])ccc2Cl)CC1)c1ccccc1 (stereo not drawn)	1.2	1	-0.1	0.1	0	-0.8	-3	1	-2.4	-2	1
Cc1ccc(C(=O)c2c3ccc([N+](=O)[O-])cc3[n+]([O-])n2CCC(N)=O)cc1	-0.7	-5	-0.6	-0.3	2	-0.7	2	-12	-4.0	0	-19
Cc1ccc(NC(=O)CSCC#N)cc1	-0.1	0	-0.5	0.6	-5	-0.6	-2	0	-0.6	2	2
C=C(C)c1cccc(C(C)(C)NC(=O)NCC2CCCO2)c1 (stereo not drawn)	0.0	5	0.6	-0.9	-4	-1.1	0	-1	0.3	-6	-2
O=C1c2ccncc2C(=O)N1c1cccc(Cl)c1	-0.3	4	-0.7	-0.7	-2	-1.1	-1	2	-1.7	1	2
COc1ccc(CNC(=O)N2[C@H]3CC[C@@H]2C=C(c2ccc(F)cc2OCc2ccccc2)C3)cc1OC	-0.2	-1	1.9	-0.9	-5	-1.2	0	-1	-1.0	-2	2
O=C(NCc1ccccc1)c1nncc(-c2ccccc2)n1	0.8	1	0.3	-1.5	2	-1.5	1	3	-0.6	-1	4
CCN(C(=O)c1ccc(N2CC3CC(C2)c2cccc(=O)n2C3)c(NC(=O)c2ccncc2)c1)c1cccc(C)c1 (stereo not drawn)	0.0	-5	0.2	0.8	-3	-1.7	6	2	0.8	-3	-2
O=C(O)CSCC(=O)Nc1ccccc1	-0.2	5	-0.6	-0.6	-5	-1.4	-4	0	0.7	3	2
Cc1ccc(NC(=O)C2CC(=O)N(C(C)C)C2)cc1Cl (stereo not drawn)	1.7	-1	0.4	-0.3	-2	-1.8	8.3*	3	-2.1	1	0
O=C(C[n+]1cc(-c2ccc(Cl)cc2)n2c1CCC2)Nc1nc(-c2ccc(F)cc2)cs1	-0.8	-2	0.4	1.0	-3	-0.9	-2	3	-0.9	-1	-7
COc1ccc(/C=N/NC(=O)C2C3CCCCC32)cc1OC (stereo not drawn)	-2.6	-7	-0.3	-1.1	1	-1.8	3	1	1.6	5	2
CC(C)NC(=O)c1nn(C)c2ccccc12	-0.7	3	-0.3	-3.3	-5	-1.2	1	0	-1.1	-5	0
COc1ccc(CCNC(=O)C(=O)c2c(C)[nH]c3ccccc23)cc1	0.0	-2	-2.6	-0.7	0	-1.2	0	2	-4.8	2	-11
CCOC(=O)c1ccc(NC(=O)Cn2nnc(-c3ccccc3C)n2)cc1	-0.6	-5	-0.8	0.0	10*	-1.0	-2	-5	0.3	1	-5
O=S(=O)(CCN1CCN(c2ccccn2)CC1)c1ccc(F)cc1	1.3	-6	0.1	2.1	0	-0.7	0	2	1.7	1	-7
CC(C)Oc1ccc(S(=O)(=O)N2CCOCC2)cc1NC(=O)CSc1nnc(C2CC2)n1C	0.2	3	0.5	-0.6	2	-0.6	-2	3	-2.0	-9	3
COc1ccc(CNC(=O)COC(=O)c2n[nH]c3ccccc23)cc1	-1.0	-1	-0.2	-1.6	-4	-0.6	-1	-1	-0.3	2	-4
O=C(C1=C[C@H](c2ccc(C(F)(F)F)cc2)C[C@H](OCCCCO)O1)N1CCOCC1	0.5	0	0.3	-0.2	0	-1.4	2	-2	-1.5	-1	0
Fc1ccc(N2Cc3ccsc3C=N2)cc1	0.0	-3	-0.1	-1.5	-8	-0.4	0	-4	3.4	1	-6
COc1ccc(C(=O)NNC(=O)Cc2ccc([N+](=O)[O-])cc2)cc1	-0.7	1	0.1	-1.1	0	-1.3	-2	0	-0.6	0	3

Given with two lines to a compound: twelve of the compounds above.
Every second line gives: DAX1 inh-1, MBD2 DNA inh, DAX1 inh-2, hcDAF12 agonist, ADAM17 inh, ssDAF-12 act, SMARCA2 activ, PLCg1 inh, hgDAF-12 ag, NR1D1 modulator, PLCb3 inh
- COc1ccc(C(O)c2ncc(C(F)(F)F)cc2Cl)cc1 (stereo not drawn)
 : 1.2, 1, -0.5, 0.5, -2, -1.6, 2, 1, 2.6, -2, -5
- COC(=O)C1CCN(C(=O)COC(=O)c2ccc(N3CCCC3=O)cc2)CC1
 : -0.5, 14*, 1.3, -1.8, -5, -0.7, -2, 2, 3.7, 5, -8
- CCC(C)[C@H](NC(=O)N1CCCCC1)C(=O)OC (stereo partly drawn)
 : 3.2, 9, -0.3, -0.8, -1, 0.4, -4, -2, -0.6, 2, -6
- C=CCn1c(SCC(=O)Nc2nccs2)nnc1-c1ccco1
 : 0.5, -2, 0.2, -1.2, -4, -1.3, -4, 2, 0.9, 2, 1
- CC(NC(=O)C1CCN(S(=O)(=O)c2cc([N+](=O)[O-])ccc2Cl)CC1)c1ccccc1 (stereo not drawn)
 : 1.2, 1, -0.1, 0.1, 0, -0.8, -3, 1, -2.4, -2, 1
- Cc1ccc(C(=O)c2c3ccc([N+](=O)[O-])cc3[n+]([O-])n2CCC(N)=O)cc1
 : -0.7, -5, -0.6, -0.3, 2, -0.7, 2, -12, -4.0, 0, -19
- Cc1ccc(NC(=O)CSCC#N)cc1
 : -0.1, 0, -0.5, 0.6, -5, -0.6, -2, 0, -0.6, 2, 2
- C=C(C)c1cccc(C(C)(C)NC(=O)NCC2CCCO2)c1 (stereo not drawn)
 : 0.0, 5, 0.6, -0.9, -4, -1.1, 0, -1, 0.3, -6, -2
- O=C1c2ccncc2C(=O)N1c1cccc(Cl)c1
 : -0.3, 4, -0.7, -0.7, -2, -1.1, -1, 2, -1.7, 1, 2
- COc1ccc(CNC(=O)N2[C@H]3CC[C@@H]2C=C(c2ccc(F)cc2OCc2ccccc2)C3)cc1OC
 : -0.2, -1, 1.9, -0.9, -5, -1.2, 0, -1, -1.0, -2, 2
- O=C(NCc1ccccc1)c1nncc(-c2ccccc2)n1
 : 0.8, 1, 0.3, -1.5, 2, -1.5, 1, 3, -0.6, -1, 4
- CCN(C(=O)c1ccc(N2CC3CC(C2)c2cccc(=O)n2C3)c(NC(=O)c2ccncc2)c1)c1cccc(C)c1 (stereo not drawn)
 : 0.0, -5, 0.2, 0.8, -3, -1.7, 6, 2, 0.8, -3, -2

(more compounds)
SMILES	DAX1 inh-1	MBD2 DNA inh	DAX1 inh-2	hcDAF12 agonist	ADAM17 inh	ssDAF-12 act	SMARCA2 activ	PLCg1 inh	hgDAF-12 ag	NR1D1 modulator	PLCb3 inh
CC(=NNS(=O)(=O)c1ccc([N+](=O)[O-])cc1)c1ccc(C)cc1	2.3	0	0.7	1.9	-1	-0.8	5	1	-2.5	1	-2
COc1cc2c3nnc(-c4ccc(F)cc4)c-3cn(Cc3ccccc3)c2cc1OC	0.6	-4	0.0	-0.2	-220	-0.5	19*	i	-0.7	43*	i
Cc1cccc(OCCCCCN2CCOCC2)c1	0.3	-6	0.1	1.6	-2	-1.1	-2	4	2.5	-2	-1
Cc1cc(C(N)=O)c2ccccc2n1	-1.2	-3	-0.7	-1.7	-5	-1.1	-2	-1	0.5	-1	4
CCC1=Nc2cc(C(=O)NCCCN3CCN(C)CC3)ccc2Sc2ccccc21	0.3	3	1.4	-0.4	-6	-1.4	-1	0	-0.1	1	-9
CC(Sc1n[nH]c(=O)n1Cc1ccccc1)C(=O)NCC1CCCO1 (stereo not drawn)	0.7	-7	0.1	0.5	-1	-1.2	-1	-2	-0.3	-1	-4
CCN(CC)C(=O)CSc1nnc(-c2ccco2)n1N	0.0	4	-0.4	-1.7	-6	-1.8	-3	2	0.3	2	-4
CCc1[nH]nc(C(=O)N2CCCC(CNS(=O)(=O)c3cccs3)C2)c1C (stereo not drawn)	0.4	0	0.0	0.9	0	-2.0	3	-1	1.0	0	2
O=C(/C(=N\Nc1ccc([N+](=O)[O-])cc1)Sc1nnnn1-c1ccccc1)c1ccccc1	-0.4	2	0.0	-1.1	-3	-0.7	-2	0	-0.1	8	0
COc1cc(C)ccc1S(=O)(=O)NC1CC(C)(C)NC(C)(C)C1	1.7	-4	-0.1	-2.1	-1	-1.4	-3	-1	-1.6	-4	-10
C/C(=N\NC(=O)c1ccc2c(c1)OCO2)c1cccnc1	-0.3	-1	3.0	2.8	1	0.5	6	-2	10	-5	-6
O=C(CCCc1ccccc1)Nc1cccc([N+](=O)[O-])c1	1.1	2	0.3	0.8	1	-0.2	1	7	3.2	13	1
Nc1c(C(=O)c2ccccc2)sc(Nc2ccccc2)c1S(=O)(=O)c1ccccc1	-0.6	3	-0.3	-2.5	5	-1.5	-4	-114	-1.7	-1	-152
CCOc1ccc2nc(-c3ccc(OC)c(OC)c3)cc(C(=O)O)c2c1	0.0	0	-0.1	-1.2	-9	-0.7	0	-181	-1.0	0	-228
Nc1cccc2c(=O)[nH][nH]c(=O)c12	1.2	-8	1.7	2.7	-54	-0.7	-4	-88	0.7	2	-100
CCOC(=O)c1c(C)n(CC(O)CN(C)C)c2cc(Br)c(OC)cc12 (stereo not drawn)	-0.2	1	0.5	-0.4	-1	-1.6	3	0	-0.9	-2	0
CCCn1c(N)c(N(CCOC)C(=O)c2cc3ccccc3cc2OC)c(=O)[nH]c1=O	1.1	0	-0.5	0.4	-3	-1.0	-1	0	0.0	-4	-9
CC(C)(C)c1nnc(NC(=O)NS(=O)(=O)c2ccccc2)s1	0.0	4	-0.4	-0.8	-3	-1.5	-2	2	-0.7	2	-1
COc1ccc(-c2ccc(C(=O)Nc3cc(OC)c(OC)c(OC)c3)c3occc23)c(C)c1	nt	-4	-2.3	-2.2	3	-1.3	-1	-2	-0.5	-5	-4
O=C(COc1cccc(NC(=O)c2ccccc2)c1)c1ccc(F)cc1	-1.2	-5	-0.6	-1.7	1	-1.1	-1	3	-3.6	-7	2
Cc1ccc(NC(=S)NCCc2ccc(S(N)(=O)=O)cc2)c(C)c1	-0.8	1	-0.2	-1.6	-4	-1.1	0	1	2.1	0	-1
C=CCN(Cc1nc(-c2ccc(OC)c(OC)c2)oc1C)C1CCS(=O)(=O)C1 (stereo not drawn)	-0.3	-6	0.1	-1.8	-1	-1.5	1	-3	-1.2	-3	-1
COc1ccc(OC)c(N(CC(=O)N2CCCCC2)S(=O)(=O)c2ccc(OC)c(OC)c2)c1	0.7	5	-0.6	-1.8	-6	-0.9	-3	-10	0.2	-2	-21
CCOC(=O)c1cc2c(c(CCO)n1)[C@H](CCO)N(S(=O)(=O)C(C)(C)C)C2	-0.8	-2	0.2	0.6	-5	-1.1	-3	-1	-2.1	-6	-5
CC(=O)Nc1ccc(OCC(=O)NCc2ccccc2)cc1	0.1	1	0.0	3.0	-1	-1.2	1	-1	-0.4	4	-2
COc1ccc(OC)c(CN2C(=O)CCC2(C)c2nnnn2Cc2ccccc2)c1 (stereo not drawn)	nt	4	-0.5	-1.3	1	-1.1	2	4	-0.8	1	3
